From PubChem BioAssay
T cell HTS: modulators of CD8 T cell-vesicle binding, primary screen, mouse 2C CD8+ T cells, flow cytometry; 2C CD8+ T cell-vesicle binding; active compounds read low; calls only at 7 µM; 0.068% of 330,000 active; AID 2052, 2009;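 active means response, share of CD8 T cells binding vesicles, and their 90th percentile fluorescence all below set limits, cut at about 80% in these data, passing the limit was not always enough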
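Material: murine 2C transgenic CD8+ T lymphocytes / Also added: QL9-peptide-loaded Drosophila micro-vesicles bearing Ld, ICAM-1 and B7-1 / Schedule: binding step 1.5 h, 37 °C, antibody labelling 20 min, ice / Signal: flow cytometry, PE anti-B7-1 (FL2) versus Alexa647 anti-CD8 (FL8), PFA-fixed / Evaluation: percent CD8+ FL2 mean versus row control / Benchmarks: naked versus QL9-loaded vesicles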
T cell HTS vesicle-bound %: recorded beside T cell HTS, whose call it bears; double positive events, %; measured here: CD8+ vesicle-bound cell fraction;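 binding gate set so that unloaded-vesicle control wells show 10% double positive cells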
* = called active by the depositor; i = inactive. Not all compounds are listed (hit frequency here may not be typical).

T cell HTS,T cell HTS vesicle-bound %,molecule
i,41.0,COc1ccc(O)c(CN2CCN(CCCc3ccccc3)C(CCO)C2)c1 (stereo unspecified)
i,27.0,O=C(N/N=C/c1ccc2c(c1)OCO2)c1cccnc1
i,28.9,CN1CCN(C(=O)c2ccc3c(c2)N(Cc2ccccc2)CCS3)CC1
i,23.6,Cc1cc2c(=O)n(C)c(SCC(=O)Nc3cccc(O)c3)nc2s1
i,11.7,CC(CN1C(C)CCCC1C)OC(=O)c1ccccc1F (stereo unspecified)
i,25.9,CCn1c(=O)n(CC)c2cc(N3CCCC3)c(NC(=O)c3cccc(OC)c3)cc21
i,40.1,Cc1ccc(NC(=O)CSc2nc3ccccc3nc2N2CCOCC2)cc1
i,13.2,O=C(Nc1c2c(nn1-c1ccccc1)CS(=O)C2)c1ccco1 (stereo unspecified)
i,21.1,COc1ccc(CCNC(=O)CC(=O)N/N=C/c2ccc(C(=O)O)cc2)cc1OC
i,29.6,NC(=O)CSc1nnc(-c2ccccc2F)n1C1CC1
i,56.0,CCOc1ccc(NS(=O)(=O)c2cc(C(=O)N3CCCC3)ccc2Cl)cc1
i,21.9,Cc1cccc(/C(N)=N/OC(=O)c2ccoc2C)c1
i,50.5,COc1ccc(C)cc1S(=O)(=O)Nc1ccc(-n2c(C)nc3ccccc3c2=O)cc1
i,35.1,CC(C)[C@H](NS(=O)(=O)c1ccccc1)C(=O)Nc1nccs1
i,24.0,O=C(COC(=O)CNC(=O)c1ccc([N+](=O)[O-])o1)Nc1ncc(Cl)cc1Cl

Further compounds.
T cell HTS,T cell HTS vesicle-bound %,molecule
i,10.6,O=C(CNC(=O)c1ccc2c(c1)S(=O)(=O)N=C1CCCCCN12)Nc1ccc(F)c(F)c1
i,46.2,COc1cc(C(=S)N2CCOCC2)ccc1OC(=O)c1ccccc1
i,61.6,Cc1cccc(OCCCC(=O)NC2CCCCC2)c1
i,22.6,Cc1cc(Br)ccc1NC(=O)CNC(=O)Cc1ccc(S(=O)(=O)N2CCOCC2)s1
i,33.7,COc1cc(Nc2ccc(S(=O)(=O)N3CCN(C)CC3)cc2[N+](=O)[O-])cc(OC)c1
i,47.0,O=C(CSC1=NS(=O)(=O)c2cc(F)ccc2N1)NCc1ccc(F)cc1
i,44.2,CN=C(NC1CCCCC1)c1ccc([N+](=O)[O-])cc1
i,51.9,Cc1cc(OCC(=O)NCCc2c[nH]c3ccccc23)c2c(C)cc(=O)oc2c1
i,51.1,CC(=O)c1cccc(NC(=O)CNC(=O)Cc2cccc3ccccc23)c1
i,42.5,COc1ccc(CCC2(C)NC(=O)N(C(C)C(=O)Nc3ccccc3F)C2=O)cc1 (stereo unspecified)
i,61.6,CC(C)Oc1ccc(CN2CCCC(CO)(Cc3ccc(F)cc3)C2)cc1 (stereo unspecified)
i,13.6,NC(=O)c1cccc(NC(=O)CCCCC(=O)Nc2cccc(C(N)=O)c2)c1
i,11.6,CCN1C(=O)[C@H]2[C@@H](c3ccc(-c4cccc(Cl)c4)c(OC)c3)N3CCCC[C@@]3(C(=O)OC)[C@H]2C1=O
i,16.5,COc1cc2oc(=O)ccc2cc1-c1c(OC)ccc2ccc(=O)oc12
i,24.9,O=C(COC(=O)C1C2CC3OC(=O)C1C3C2)Nc1ccc(Cl)cc1 (stereo unspecified)

Rewritten with bars between the fields: 5 of the compounds above.
molecule | T cell HTS | T cell HTS vesicle-bound %
Cc1cc(OCC(=O)NCCc2c[nH]c3ccccc23)c2c(C)cc(=O)oc2c1 | i | 51.9
CC(=O)c1cccc(NC(=O)CNC(=O)Cc2cccc3ccccc23)c1 | i | 51.1
COc1ccc(CCC2(C)NC(=O)N(C(C)C(=O)Nc3ccccc3F)C2=O)cc1 (stereo unspecified) | i | 42.5
CC(C)Oc1ccc(CN2CCCC(CO)(Cc3ccc(F)cc3)C2)cc1 (stereo unspecified) | i | 61.6
NC(=O)c1cccc(NC(=O)CCCCC(=O)Nc2cccc(C(N)=O)c2)c1 | i | 13.6

Continuation.
T cell HTS,T cell HTS vesicle-bound %,molecule
i,28.4,N#Cc1ccc(COC(=O)c2cnc(Cl)c(Cl)c2)cc1
i,34.1,CCOc1ccc(N(CC(=O)N2CCOCC2)S(=O)(=O)c2ccc(SC)cc2)cc1
i,46.9,COc1ccc(S(=O)(=O)N2CCCC2CNC(=O)C(=O)NCCc2ccccc2)cc1 (stereo unspecified)
i,20.3,CC(=O)N1c2ccc(S(=O)(=O)NCC3CCC(C(=O)Nc4ncccc4C)CC3)cc2CC1C (stereo unspecified)
i,25.1,O=C(CCCCCN1C(=O)[C@@H]2Cc3ccccc3CN2C1=O)Nc1ccccc1Cl
i,34.2,COC(=O)CSc1nnc(NC(=O)C2CC(=O)N(c3ccc(F)cc3)C2)s1 (stereo unspecified)
i,43.3,CN(CC(=O)Nc1c(Cl)cccc1Cl)C(=O)Cc1cccs1
i,37.1,O=C(COC(=O)COc1ccc(Cl)cc1)NCCCc1ccccc1
i,25.2,COc1ccc(NC(=O)CN(C)C(=O)CC2CCCC2)cc1
i,44.1,COc1ccc(-c2cc3c(=O)n(CC(=O)NCc4cccnc4)ncn3n2)cc1
i,38.9,O=C(CSc1ccccc1F)NC(=O)c1ccccc1Br
i,20.3,COc1ccc(N(CC(=O)N2CCCCCC2)S(=O)(=O)c2ccccc2[N+](=O)[O-])c(OC)c1
i,36.4,O=C(/C=C/c1ccccc1[N+](=O)[O-])OCC(=O)N1CCCC1
i,41.7,COCCN(C(=O)COC(=O)c1nc(Cl)ccc1Cl)c1c(N)n(Cc2ccccc2)c(=O)[nH]c1=O
i,54.0,Cc1sc2ncnc(SCC(=O)Nc3cccc(S(N)(=O)=O)c3)c2c1C

Further results
T cell HTS,T cell HTS vesicle-bound %,molecule
i,36.2,COc1cccc(-c2cc(C(=O)N/N=C/c3cccc(OC)c3OC)c3ccccc3n2)c1
i,19.7,CC1CCCN(C(=O)CCNC(=O)Cn2cnc3ccccc3c2=O)C1 (stereo unspecified)
i,37.5,CC1CCCN(S(=O)(=O)c2cc3c4c(c2)C(C)C(=O)N4CCC3)C1 (stereo unspecified)
i,28.7,CCOC(=O)c1sc(N)c(C#N)c1COC(=O)C1=COCCO1
i,38.9,O=C(CN1C(=O)NC(c2ccccc2)(c2ccccc2)C1=O)NC1CCCCC1
i,31.7,c1ccc2c(c1)c1cccc3ccc4cccc2c4c31
i,24.9,O=C(NC1CCN(C(=O)NCc2ccccc2)CC1)c1ccccc1
i,24.0,CCn1c(=O)c2c(nc(SCC(=O)N3CCCC(C)C3)n2C)n(C)c1=O (stereo unspecified)
i,35.4,CC1CCCN(S(=O)(=O)c2ccc(NC(=O)C3CCN(C(=O)C(C)(C)C)CC3)cc2)C1 (stereo unspecified)
i,35.8,CS(=O)(=O)c1ccc(C(=O)CN2C(=O)NC3(CCCc4ccccc43)C2=O)cc1 (stereo unspecified)
i,14.7,CCCCCc1ccc(-c2cn(CN3C(=O)c4ccccc4C3=O)nn2)cc1
i,30.9,Cc1ccc(CNC(=O)CSc2ncn[nH]2)cc1
i,44.2,Nc1nonc1-n1nnc(C(=O)N/N=C\c2cccc(Cl)c2)c1CN1CCOCC1
i,54.7,CCN(CC)CCCC(C)NC(=O)c1c(NC(=O)c2ccccc2)sc2c1CCCC2 (stereo unspecified)
i,19.9,COc1cccc(NC(=O)C2CCN(S(=O)(=O)c3ccc4c(c3)C(C)(C)C(=O)N4C)CC2)c1

At a glance, 4 of the compounds above.
T cell HTS,T cell HTS vesicle-bound %,molecule
i,35.8,CS(=O)(=O)c1ccc(C(=O)CN2C(=O)NC3(CCCc4ccccc43)C2=O)cc1 (stereo unspecified)
i,14.7,CCCCCc1ccc(-c2cn(CN3C(=O)c4ccccc4C3=O)nn2)cc1
i,30.9,Cc1ccc(CNC(=O)CSc2ncn[nH]2)cc1
i,44.2,Nc1nonc1-n1nnc(C(=O)N/N=C\c2cccc(Cl)c2)c1CN1CCOCC1

(next part)
T cell HTS,T cell HTS vesicle-bound %,molecule
i,45.6,CCn1cc(CN2CCN(CCC(C)C)C(CCO)C2)c2ccccc21 (stereo unspecified)
i,19.8,O=S(=O)(NN1CCOCC1)c1cc(Cl)cc(Cl)c1O
i,59.3,Cc1[nH]n(-c2ccccc2)c(=O)c1N=Nc1ccccc1C(=O)O
i,8.2,Cc1c(-c2cccc(Cl)c2)nc2ccccc2c1C(=O)NC1CC1
i,9.9,COc1ccccc1NC(=O)Cn1nnc(C(=O)NCc2ccc3c(c2)OCO3)c1N
i,57.2,Cc1ccc(S(=O)(=O)Nc2c(O)c3ccccc3oc2=O)cc1
i,44.1,COc1cc(OC)cc(N(C(=O)c2ccco2)C(C(=O)NC2CCCC2)c2ccc(N3CCOCC3)cc2)c1 (stereo unspecified)
i,7.9,CC(NC(=O)C(=O)N1CCOCC1)C(c1cccs1)N1CCN(c2ccccc2F)CC1 (stereo unspecified)
i,13.4,CCn1c(SCc2cccc(OC)c2)nc2ccccc2c1=O
i,52.1,COC(=O)c1ccc(CSc2nnc(-c3ccncc3)o2)cc1
i,63.1,O=C(O)C1C2CCC(O2)C1C(=O)Nc1ccccc1Br (stereo unspecified)
i,20.7,COc1ccc(C(=O)NC2CCCc3ccccc32)cc1OC1CCN(C(C)=O)CC1 (stereo unspecified)
i,21.7,CC(C)c1cccc(-c2ccc3c(c2)S(=O)(=O)c2cccc(C(=O)NCc4ccccc4Cl)c2C3=O)c1
i,10.6,O=C(CN1C(=O)COc2ccc(S(=O)(=O)N3CCCC3)cc21)Nc1cccc(F)c1
i,27.9,CCc1nc(SCC(=O)Nc2ccc(Br)cn2)n[nH]1

Further results follow.
T cell HTS,T cell HTS vesicle-bound %,molecule
i,33.1,CC1CCC(NC(=O)c2cc(S(=O)(=O)N(C)C)ccc2N2CCCC2)CC1 (stereo unspecified)
i,39.2,Cc1cc(NC(=O)c2cccc(S(=O)(=O)Nc3cccc(C(=O)O)c3)c2)no1
i,51.0,Cc1csc(NC(=O)c2ccc(C)s2)n1
i,41.0,CN(CC(=O)NNC(=O)CNC(=O)c1ccccc1F)S(=O)(=O)c1ccc(Cl)cc1
i,6.4,O=C(NCCCN1CCCC1)c1ccc(CS(=O)(=O)c2c(Cl)cccc2Cl)o1
i,51.5,O=C1NCCCN1Cc1ccc(Cl)cc1
i,17.2,COc1ccc(NC(=O)Nc2ccc3c(c2)C(=O)N([C@H](C)CO)C[C@H](C)[C@@H](CN(C)S(C)(=O)=O)O3)cc1
i,31.8,CCN(c1ccccc1)S(=O)(=O)c1ccc(C(=O)Nc2ccc(C)cn2)cc1
i,43.1,CC1=C/C(=C(\c2ccc(O)c(C)c2)c2ccccc2S(=O)(=O)O)C=CC1=O
i,6.5,COc1ccc(C)cc1NC(=O)C1CCN(S(=O)(=O)c2ccccc2)CC1
i,14.6,COc1ccc(-c2ccc3c(c2)S(=O)(=O)c2cccc(C(=O)NCCOc4ccccc4Cl)c2C3=O)cc1OC
i,44.1,COc1ccc(CCNC(=O)COC(=O)c2ccc(S(=O)(=O)N3CCCC3)cc2)cc1OC
i,47.0,CCc1nc2oc3ccc(C)cc3c(=O)c2cc1C(=O)OC
i,27.2,CC1CCCC(NC(=O)C2N(CCCN3CCCC3)C(=O)C3C(C(=O)Nc4ccc(Cl)cc4)C4C=CC32O4)C1C (stereo unspecified)
i,12.4,O=C(C[C@@H]1C/C=C/CC[C@H](Cc2ccc(F)cc2)C(=O)OCCNC1=O)N[C@H](CO)Cc1ccccc1

Other entries:
T cell HTS,T cell HTS vesicle-bound %,molecule
i,24.0,COc1ccc2oc(C(=O)OCC(=O)N(CCC#N)c3ccccc3)c(C)c2c1
i,18.4,COCCC(=O)N1CCC(Oc2ccc(C(=O)NCc3ccon3)cc2)CC1
i,7.4,COc1ccccc1NC(=O)C/C(N)=N/OCC(=O)Nc1cccc(Cl)c1
i,12.7,O=C(NNS(=O)(=O)c1ccc(Br)cc1)c1ccccc1-n1cccc1
i,48.5,COc1cccc(CNS(=O)(=O)c2ccc3c(c2)oc(=O)n3C)c1
i,45.5,COc1cc(O)ccc1C(=O)CCc1ccc(O)cc1
i,1.9,O=c1cc(-c2ccccc2)oc2ccc(Br)cc12
i,46.1,C=CCN1C(=O)C(C)(C)N(C(=O)c2cccc([N+](=O)[O-])c2)c2ccccc21
i,22.6,Cc1noc(C)c1NC(=O)Nc1ccc2c(c1)C(=O)N([C@H](C)CO)C[C@H](C)[C@@H](CN(C)S(=O)(=O)c1c(C)noc1C)O2
i,33.2,COC(=O)c1ccc(COC(=O)C2CC(O)CN2S(=O)(=O)c2ccc([N+](=O)[O-])cc2)cc1 (stereo unspecified)
i,35.7,CSCCC(NC(=O)c1ccccc1)C(=O)N1CCCCCCC1 (stereo unspecified)
i,19.0,O=C(CN1CCC(NC(=O)c2ccccc2Cl)CC1)NCc1ccccc1
i,52.2,CC(=O)Nc1ccc(S(=O)(=O)N2CCN(S(=O)(=O)c3ccccc3)CC2)cc1
i,29.7,O=C(O)COc1ccccc1/C=C1\C(=O)Nc2ccc(Br)cc21
i,49.9,CC(C)c1ccc(CNc2ncccn2)cc1

(further entries)
T cell HTS,T cell HTS vesicle-bound %,molecule
i,54.3,C=CCC(O)(CC=C)CNC(=O)C1CCC(=O)N(CCCc2ccccc2)C1 (stereo unspecified)
i,31.5,O=C(C1CCN(S(=O)(=O)c2cccc3nonc23)CC1)N1CCCCC1
i,46.3,Cc1ccc(NC(=O)N2CCCC(c3ccccc3)C2)cc1 (stereo unspecified)
i,34.5,O=[N+]([O-])c1cc(S(=O)(=O)NCCc2ccccn2)ccc1Cl
i,44.9,CCCn1nnnc1NCc1ccccc1F

3 compounds from above, arranged by SMILES length, descending:
T cell HTS,T cell HTS vesicle-bound %,molecule
i,35.8,CS(=O)(=O)c1ccc(C(=O)CN2C(=O)NC3(CCCc4ccccc43)C2=O)cc1 (stereo unspecified)
i,24.9,O=C(COC(=O)C1C2CC3OC(=O)C1C3C2)Nc1ccc(Cl)cc1 (stereo unspecified)
i,52.1,COC(=O)c1ccc(CSc2nnc(-c3ccncc3)o2)cc1
